NPY Y1 blocker: blocks the human neuropeptide Y Y1 receptor; AID 1040; HEK293-CNG Y1 cells, membrane potential fluorescence; NPY at EC95, then isoproterenol; actives 1% (n = 200,000); inhibition, % at 3.6 µM; P25929;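 active = inhibition above the campaign mean inhibition of all tested compounds plus 3 SD, cut at about 20% in these data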;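 also: 0% = DMSO wells given NPY plus isoproterenol and 100% = isoproterenol alone without NPY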
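Assay system: HEK293 Y1/CNG channel cell line; Doses: single compound dose of 3.6 µM, 0.4% DMSO; Timing: dye 3 h, compound 60 min room temperature, stimulation 45 min; Technique: Membrane-potential fluorescent dye readout; Measure: % inhibition of NPY effect.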
S1P4 antag: human S1P4 receptor antagonism; O95977; S1P4-expressing cells, antagonist mode, reporter read-out; inhibition, % at 4.98 µM; actives 0.26% (n = 220,000); AID 1510; in the data active = inhibition above about 29%;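 also: 0% = wells stimulated with agonist and 100% = vehicle wells without agonist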
TRPML3 ag: activates the human TRPML3 channel; HEK293 TRPML3-YFP, Fluo-8 calcium fluorescence; 100% = the carbachol control signal; activation, % at 3 µM; actives 0.29% (n = 220,000); AID 1448;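 active = activation above its plate's cutoff, the mean activation of the plate's test wells plus 3 SD, cut at about 12% in these data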;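 also: 0% = DMSO only wells and 100% = carbachol wells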
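Test system: HEK293 cells stably carrying human TRPML3-YFP; Doses: single dose, 3 µM final nominal compound, 0.3% DMSO final; Schedule: dye loading 1 h 37 °C then 30 min ambient, 125 s read; Technique: Fluo-8 calcium fluorescence; Benchmarks: high control carbachol 87 µM, low control DMSO.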
S1P4 ag: agonists of human S1P4 receptor; actives 0.35% (n = 220,000); AID 1509; S1P4-expressing cell line, agonist reporter assay; activation, % at 4.98 µM; in the data active = activation above about 11%;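 also: 0% = DMSO vehicle and 100% = reference agonist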
NPY-Y1 PAM-ag: potentiates or activates human NPY-Y1 receptor | actives 0.37% (n = 220,000) | AID 1304 | P25929 | NPY-Y1 expressing cells, potentiator/agonist activation | activation, % at 3.6 µM; in the data active = activation above about 33%, passing the limit was not always enough;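 also: cells stimulated with NPY at EC10 then isoproterenol at EC100; 0% = low agonist plus stimulus and 100% = saturating agonist plus stimulus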
NPY2 pot ag: potentiates or activates human NPY-Y2 receptor; P49146; cells expressing NPY-Y2, potentiator/agonist read-out; activation, % at 3.6 µM; actives 0.45% (n = 220,000); in the data active = activation above about 27%;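 also: cells stimulated with NPY near EC25 plus isoproterenol at EC100; 0% = vehicle plus submaximal agonist and 100% = vehicle plus saturating agonist; some results beyond the cut were filed as inactive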
Target sequence (P49146 whole entry, looked up): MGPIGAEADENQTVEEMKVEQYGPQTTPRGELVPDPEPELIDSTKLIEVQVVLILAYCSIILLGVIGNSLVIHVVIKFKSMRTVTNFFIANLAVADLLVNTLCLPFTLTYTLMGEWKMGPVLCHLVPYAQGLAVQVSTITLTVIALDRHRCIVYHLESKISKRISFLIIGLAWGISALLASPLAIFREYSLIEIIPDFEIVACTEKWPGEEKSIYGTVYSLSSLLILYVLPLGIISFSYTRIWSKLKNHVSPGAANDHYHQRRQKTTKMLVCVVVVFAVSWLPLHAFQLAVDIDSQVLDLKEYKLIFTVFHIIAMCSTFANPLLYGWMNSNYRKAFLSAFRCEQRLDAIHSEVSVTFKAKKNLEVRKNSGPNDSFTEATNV
TRPN1 ag: activates the zebrafish TRPN1 channel; actives 0.18% (n = 220,000); activation, % at 3 µM; HEK293 zebrafish TRPN1-YFP, Fluo-8 calcium fluorescence; 100% = response to 87 µM carbachol;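 active = activation above its plate's cutoff, the mean activation of test wells on that plate plus 3 SD, cut at about 19% in these data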;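 also: 0% = DMSO alone and 100% = 87 µM carbachol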
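Material – zebrafish TRPN1-YFP in HEK293 cells · Doses – 3 µM single point · Schedule – dye 1 h 37 °C plus 30 min RT · Signal – Fluo-8 calcium fluorescence, excitation 470-495 nm, emission 515-575 nm · Read-out – % activation versus carbachol response · Control set – carbachol high, DMSO low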
CHOP inhibitor: CHOP inhibition in unfolded protein response; inhibition, % at 10 µM; CHO-K1 CHOP-promoter luciferase, tunicamycin-induced, 15-18 h; actives 3.8% (n = 220,000);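 active = compounds that reduced the stress-induced luciferase reporter signal by more than about 70% of percent inhibition, limit read from the data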;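 also: 0% = tunicamycin plus vehicle and 100% = wells without tunicamycin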
EP2 mod: EP2 receptor (human) modulation. AID 940. EP2-expressing cells, cAMP HTRF FRET, PGE2 co-stimulation. P43116. induction, % at 25 µM. actives 0.83% (n = 260,000);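 active = compounds whose cAMP rise, as percent of the full-agonist control response, exceeds 60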;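 also: rat C6 glioma line stably carrying human EP2 under a CMV promoter; the protocol text gives 20 µM as final concentration; 100% = response of wells given 1 µM PGE2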
Target sequence (P43116 whole entry, looked up): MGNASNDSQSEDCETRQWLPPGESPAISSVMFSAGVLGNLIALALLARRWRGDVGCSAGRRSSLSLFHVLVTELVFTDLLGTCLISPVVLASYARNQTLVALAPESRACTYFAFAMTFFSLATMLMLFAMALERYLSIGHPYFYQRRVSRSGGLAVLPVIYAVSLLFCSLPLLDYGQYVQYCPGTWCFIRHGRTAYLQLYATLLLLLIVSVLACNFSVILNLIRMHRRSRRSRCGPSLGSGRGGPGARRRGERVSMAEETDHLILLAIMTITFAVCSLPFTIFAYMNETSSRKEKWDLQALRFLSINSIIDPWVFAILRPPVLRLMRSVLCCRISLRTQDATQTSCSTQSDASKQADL
Numbers without * were called inactive; x = no result given; & = joins results of further samples.

SMILES	NPY Y1 blocker	S1P4 antag	TRPML3 ag	S1P4 ag	NPY-Y1 PAM-ag	NPY2 pot ag	TRPN1 ag	CHOP inhibitor	EP2 mod
COCc1cc(C)n(CC(=O)Nc2cccc(C)c2)c(=O)c1C#N	6	-30	0.3	2.5	-16	-9	0.3	1	6
CO/N=C/C(C#N)=C/c1ccc(OC)c(OC)c1	-4	2	-1.1	1.5	-8	-16	0.1	-14	-19
COc1ccc(-c2[nH]ncc2CN2CCN(C3CCCCC3)C(=O)C2)cc1F	0	-5	0.6	0.1	-9	-1	0.1	11	10
CC(=O)Nc1ccc(S(=O)(=O)NCCNC(=O)c2ccccc2F)cc1	2	13	0.1	-1.4	14	-4	0.0	55	-7
CC(=O)c1c(C)[nH]c(C(=O)COC(=O)CCSc2ccccc2)c1C	-3	-18	1.3	-2.9	-30	-18	4.5	16	-43
Cc1cc(=O)[nH]c(SCC(=O)Nc2nc(-c3ccccc3)c(-c3ccccc3)o2)n1	0	-19	0.3	0.8	19	29	-0.8	5	44
COC(=O)c1ccc(S(=O)(=O)NNC(=O)COc2ccc(C)cc2)cc1	10	-18	0.1	0.6	-17	-2	1.1	-20	23
O=C(CSc1nnc(COc2ccc3c(c2)CCCC3)o1)Nc1ccc(F)cc1	11	-12	0.5	1.1	10	8	0.3	61	18
Brc1c(CSc2nnc(-c3ccco3)o2)nc2ccccn12	-2	-8	-0.2	0.6	0	-1	-0.4	-13	8
CN(CCCCCCCCC(=O)/C=N/O)Cc1ccccc1	0	6	0.3	-0.2	-6	13	-0.9	21	14
COc1cccc(C2CC(c3cccc(OC)c3)n3nc(N)nc3N2)c1 (configuration not stated)	-5	5	0.7	2.2	-12	2	0.6	7	12
CN(C)c1ccc(N2C(=O)CC(Nc3ccc(N4CCOCC4)cc3)C2=O)cc1 (configuration not stated)	-5	-2	0.7	-0.1	4	-14	-0.2	57	1
CCC(C)(C)n1nnnc1C(c1cc2cc(C)cc(C)c2[nH]c1=O)N1CCN(C(=O)c2ccco2)CC1 (configuration not stated)	3	8	0.8	0.2	14	10	-0.4	31	3
Cc1sc2nc(C)n(/N=C/c3ccccc3O)c(=O)c2c1C	4	-19	0.4	1.0	1	-13	-0.2	23	16
CC(C)CCN1C(=O)CC(NNC(=O)c2ccc(S(=O)(=O)N3CCCC3)cc2)C1=O (configuration not stated)	x	0	0.3	-0.6	-4	12	2.4	19	4
CC(C)N1C(=S)SC(C)(C)C1NO (configuration not stated)	2	-9	-1.0	0.8	7	-1	0.1	-17	12
CSc1ncc(CN2CCN(C(C)C)C(CCO)C2)cn1 (configuration not stated)	3	-11	-0.1	-0.6	6	-3	-0.6	13	17
O=C(C1=C[C@H](c2ccc(C(F)(F)F)cc2)C[C@H](OCc2ccc(CO)cc2)O1)N1CCOCC1	-2	-19	1.1	-0.8	16	0	3.7	18	-7
COC(=O)CSc1ccc(-c2nc3ccc(C)cc3[nH]2)cn1	7	2	0.8	-0.6	-14	-16	-0.7	13	-22
CCOC(=O)Cc1csc(NC(=O)CSc2nnnn2-c2ccc(C)c(C)c2)n1	-2	-6	-0.3	7.0	-2	3	-0.2	24	12
CC1CCCCN1C(=O)COc1ccc(NC(=O)c2ccco2)cc1 (configuration not stated)	1	1	0.5	-0.7	9	7	1.8	22	9
COC(=O)C1=NNC2C(=O)N(C3CCCCC3)C(=O)C12 (configuration not stated)	4	10	1.4	1.7	3	10	0.6	5	4
CC(=O)N1CCN(CC(O)COc2ccc(OCc3ccccc3)cc2)CC1 (configuration not stated)	1	-12	1.4	0.8	13	12	1.6	35	-1
CN(C)/N=C/c1c(O)ccc2ccccc12	-2	8	0.2	0.4	16	-4	-1.0	31	-47

Profiles, quoted from the list.
CC(C)N1C(=S)SC(C)(C)C1NO (configuration not stated) across the screens: NPY Y1 blocker = 2; S1P4 antag = -9; TRPML3 ag = -1.0; S1P4 ag = 0.8; NPY-Y1 PAM-ag = 7; NPY2 pot ag = -1; TRPN1 ag = 0.1; CHOP inhibitor = -17; EP2 mod = 12
CC(C)CCN1C(=O)CC(NNC(=O)c2ccc(S(=O)(=O)N3CCCC3)cc2)C1=O (configuration not stated) across the screens: NPY Y1 blocker = x; S1P4 antag = 0; TRPML3 ag = 0.3; S1P4 ag = -0.6; NPY-Y1 PAM-ag = -4; NPY2 pot ag = 12; TRPN1 ag = 2.4; CHOP inhibitor = 19; EP2 mod = 4

The results go on.
SMILES	NPY Y1 blocker	S1P4 antag	TRPML3 ag	S1P4 ag	NPY-Y1 PAM-ag	NPY2 pot ag	TRPN1 ag	CHOP inhibitor	EP2 mod
Cc1ccc(CN(C(=O)c2csnn2)C(C(=O)NC2CCCC2)c2ccc(C)o2)cc1 (configuration not stated)	6	-8	-0.2	-2.7	-4	-6	-1.1	53	25&13
CCOC(=O)N1CCC(Nc2c(N3CCN(c4cccc(C(F)(F)F)c4)CC3)c(=O)c2=O)CC1	0	-7	0.6	1.4	-15	2	-0.7	9	5
Cc1cc(-c2nnc(CCC(=O)NC(C)c3ccccc3Cl)o2)no1 (configuration not stated)	1	-4	0.7	2.2	18	5	1.3	-3	4
O=[N+]([O-])c1cccnc1Oc1ccc(C2SCCS2)cc1	x	-5	4.4	0.5	4	-3	0.0	-14	-7
COc1ccc(/C=C/C(=O)c2cc(F)ccc2OC(=O)c2ccc(OC)c(OC)c2)cc1OC	0	25	0.5	-0.8	21	18	0.5	1	0
CC(=O)Nc1ccc(N(C(=O)CNC(=O)c2cccs2)C(C(=O)NC(C)(C)C)c2ccccc2)cc1 (configuration not stated)	-2	-22	0.8	1.1	-3	6	0.1	-6	-4
CNC(=O)COC(=O)c1cc2c(C)nn(-c3ccc(F)cc3)c2s1	-3	-12	1.3	-0.7	12	7	0.7	8	21
C[C@]12C=CC(=O)C=C1CC[C@@H]1[C@@H]2[C@@H](O)C[C@@]2(C)[C@H]1CC[C@]2(O)C(=O)COC(=O)CCC(=O)O	14	-10	0.5	-0.4	-2	17	1.0	15	20
CC(=O)NC[C@H]1CN(c2ccc(N3CCOCC3)c(F)c2)C(=O)O1	7	5	0.8	1.7	-4	8	1.4	14	x
COc1ccccc1NC(=O)CN(Cc1ccco1)C(=O)c1ccc(-n2nc(C)cc2C)cc1	2	-2	-0.2	0.4	-13	2	0.8	17	-6
CCC(CC)NC(=O)/C=C/c1cccc([N+](=O)[O-])c1	0	-20	0.2	1.0	-2	2	-1.3	10	-11
Cc1cc(C)c(C)c(S(=O)(=O)NC(C(=O)O)C(C)C)c1C (configuration not stated)	1	-7	0.7	0.1	-19	-8	0.6	-7	5
COc1cccc2c1OC1(C)CC2NC(=O)N1c1cccc(C(=O)N2CCN(c3ccccc3)CC2)c1 (configuration not stated)	-1	-4	0.2	1.8	18	-1	-0.8	-7	-7
CC1CCN(S(=O)(=O)c2ccc(Br)s2)CC1	5	-9	20*	-0.4	-23	-3	-0.6	75*	2
Cc1cc(C)cc(N=Cc2[nH]c3ccc(Br)c(Cl)c3c2O)c1	-2	-6	5.7	1.6	-34	0	7.4	103*	-58
Cc1nnc(SCCC(=O)Nc2ccc(F)cc2)s1	2	-3	0.9	-1.1	-3	6	-1.0	-1	-10
Cc1c(C#N)sc2nc(-c3ccccc3)nc(N3CCCC3)c12	-2	6	1.2	-1.8	-5	-1	-0.3	-3	58
CC(OC(=O)c1ccncc1)C(=O)Nc1ccc([N+](=O)[O-])cc1Cl (configuration not stated)	0	1	1.1	-1.4	-19	-3	0.8	-3	-28
Cc1cccc(/C=C2/SC(=O)N(Cc3ccccc3Cl)C2=O)n1	-4	6	0.6	1.2	5	2	0.8	43	26

Given in markdown: entries from further up.
| canonical_smiles | NPY Y1 blocker | S1P4 antag | TRPML3 ag | S1P4 ag | NPY-Y1 PAM-ag | NPY2 pot ag | TRPN1 ag | CHOP inhibitor | EP2 mod |
| --- | --- | --- | --- | --- | --- | --- | --- | --- | --- |
| COc1ccc(/C=C/C(=O)c2cc(F)ccc2OC(=O)c2ccc(OC)c(OC)c2)cc1OC | 0 | 25 | 0.5 | -0.8 | 21 | 18 | 0.5 | 1 | 0 |
| CC(=O)Nc1ccc(N(C(=O)CNC(=O)c2cccs2)C(C(=O)NC(C)(C)C)c2ccccc2)cc1 (configuration not stated) | -2 | -22 | 0.8 | 1.1 | -3 | 6 | 0.1 | -6 | -4 |
| CNC(=O)COC(=O)c1cc2c(C)nn(-c3ccc(F)cc3)c2s1 | -3 | -12 | 1.3 | -0.7 | 12 | 7 | 0.7 | 8 | 21 |
| C[C@]12C=CC(=O)C=C1CC[C@@H]1[C@@H]2[C@@H](O)C[C@@]2(C)[C@H]1CC[C@]2(O)C(=O)COC(=O)CCC(=O)O | 14 | -10 | 0.5 | -0.4 | -2 | 17 | 1.0 | 15 | 20 |
| CC(=O)NC[C@H]1CN(c2ccc(N3CCOCC3)c(F)c2)C(=O)O1 | 7 | 5 | 0.8 | 1.7 | -4 | 8 | 1.4 | 14 | x |
| COc1ccccc1NC(=O)CN(Cc1ccco1)C(=O)c1ccc(-n2nc(C)cc2C)cc1 | 2 | -2 | -0.2 | 0.4 | -13 | 2 | 0.8 | 17 | -6 |
| CCC(CC)NC(=O)/C=C/c1cccc([N+](=O)[O-])c1 | 0 | -20 | 0.2 | 1.0 | -2 | 2 | -1.3 | 10 | -11 |
| Cc1cc(C)c(C)c(S(=O)(=O)NC(C(=O)O)C(C)C)c1C (configuration not stated) | 1 | -7 | 0.7 | 0.1 | -19 | -8 | 0.6 | -7 | 5 |
| COc1cccc2c1OC1(C)CC2NC(=O)N1c1cccc(C(=O)N2CCN(c3ccccc3)CC2)c1 (configuration not stated) | -1 | -4 | 0.2 | 1.8 | 18 | -1 | -0.8 | -7 | -7 |
| CC1CCN(S(=O)(=O)c2ccc(Br)s2)CC1 | 5 | -9 | 20* | -0.4 | -23 | -3 | -0.6 | 75* | 2 |
| Cc1cc(C)cc(N=Cc2[nH]c3ccc(Br)c(Cl)c3c2O)c1 | -2 | -6 | 5.7 | 1.6 | -34 | 0 | 7.4 | 103* | -58 |
| Cc1nnc(SCCC(=O)Nc2ccc(F)cc2)s1 | 2 | -3 | 0.9 | -1.1 | -3 | 6 | -1.0 | -1 | -10 |
| Cc1c(C#N)sc2nc(-c3ccccc3)nc(N3CCCC3)c12 | -2 | 6 | 1.2 | -1.8 | -5 | -1 | -0.3 | -3 | 58 |
| CC(OC(=O)c1ccncc1)C(=O)Nc1ccc([N+](=O)[O-])cc1Cl (configuration not stated) | 0 | 1 | 1.1 | -1.4 | -19 | -3 | 0.8 | -3 | -28 |
| Cc1cccc(/C=C2/SC(=O)N(Cc3ccccc3Cl)C2=O)n1 | -4 | 6 | 0.6 | 1.2 | 5 | 2 | 0.8 | 43 | 26 |

Compound activity as filed in PubChem.
